# Screening data from PubChem BioAssay.
# CHRM5 PAM – positive allosteric modulators of human muscarinic M5 receptor; P08912; CHO-K1 hM5, Fluo-8 calcium, ACh EC20 PAM; 0% = ACh EC20, 100% = ACh EC100; activation, % at 3 µM; 360,000 tested, 0.3% active;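 active means activation above the run cutoff, the mean activation of all test compounds plus 3 SD, cut at about 18% in these data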
# Target sequence (P08912 whole entry, looked up): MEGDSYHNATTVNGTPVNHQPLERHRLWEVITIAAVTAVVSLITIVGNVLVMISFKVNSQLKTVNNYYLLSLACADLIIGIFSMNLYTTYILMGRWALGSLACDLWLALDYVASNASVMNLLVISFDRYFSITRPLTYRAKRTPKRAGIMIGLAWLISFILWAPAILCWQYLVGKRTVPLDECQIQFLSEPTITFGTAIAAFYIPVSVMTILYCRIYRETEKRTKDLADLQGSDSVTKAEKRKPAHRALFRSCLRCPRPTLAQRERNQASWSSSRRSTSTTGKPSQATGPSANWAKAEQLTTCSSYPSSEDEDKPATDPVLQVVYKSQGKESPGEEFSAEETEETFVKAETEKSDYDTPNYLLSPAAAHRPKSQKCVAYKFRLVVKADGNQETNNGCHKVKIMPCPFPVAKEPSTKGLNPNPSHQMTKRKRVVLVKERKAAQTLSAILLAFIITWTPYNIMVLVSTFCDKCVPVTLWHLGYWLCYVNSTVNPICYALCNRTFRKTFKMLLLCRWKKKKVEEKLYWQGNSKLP
#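 System: CHO-K1 hM5 cells. Reagent: acetylcholine, EC20 level. Compound dosing: single dose, 3 µM nominal final test concentration. Timing: Post-acetylcholine fluorescence recording 140 s. Detection: Fluo-8 calcium fluorescence. Read-out: % activation, ACh-normalized. Benchmarks: ACh EC20 and EC100 wells. Repeats: singlicate, one well per test compound.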
# CRFR2-BP antag – blocks CRF-induced signaling of the CRF-BP/CRF-R2 complex. HEK293 CRF-R2/CRF-BP, CRF-induced calcium fluorescence. inhibition, % at 11.8 µM. 350,000 tested, 0.59% active;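 active means inhibition of the ligand-induced calcium signal above about 50% at the single tested concentration, limit read from the data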
# M5 antag – antagonists of human muscarinic M5 receptor (CHRM5). P08912. CHO-hM5 cells, Fluo-8 calcium fluorescence, ACh EC80. inhibition, % at 3 µM. 360,000 tested, 0.59% active;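 active means inhibition above a per-plate cutoff, the mean of that plate's test compounds plus 3 SD, cut at about 27% in these data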;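 further: 0% = acetylcholine EC80 with DMSO and 100% = DMSO without agonist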
# CHRM5 agonist – CHRM5 agonism in calcium assay. CHO-K1 hM5 cells, Fluo-8 calcium fluorescence; 0% DMSO wells, 100% maximal acetylcholine response. 360,000 tested, 0.19% active. P08912. activation, % at 3 µM;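 active means activation above the run's mean over test compounds plus 3 SD, cut at about 23% in these data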;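 further: signal is peak over basal fluorescence ratio across the kinetic read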
# M4 PAM – CHRM4 positive allosteric modulation; CHO-K1 hM4/Gqi5, Fluo-8 calcium fluorescence, ACh EC20; 0% = ACh EC20, 100% = maximal ACh; activation, % at 3 µM; 360,000 tested, 0.4% active;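 active means activation above its plate's cutoff, the mean activation of sample wells plus 3 SD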; further: some results filed as inactive read as strong as hits
# Target sequence (P08173 whole entry, looked up): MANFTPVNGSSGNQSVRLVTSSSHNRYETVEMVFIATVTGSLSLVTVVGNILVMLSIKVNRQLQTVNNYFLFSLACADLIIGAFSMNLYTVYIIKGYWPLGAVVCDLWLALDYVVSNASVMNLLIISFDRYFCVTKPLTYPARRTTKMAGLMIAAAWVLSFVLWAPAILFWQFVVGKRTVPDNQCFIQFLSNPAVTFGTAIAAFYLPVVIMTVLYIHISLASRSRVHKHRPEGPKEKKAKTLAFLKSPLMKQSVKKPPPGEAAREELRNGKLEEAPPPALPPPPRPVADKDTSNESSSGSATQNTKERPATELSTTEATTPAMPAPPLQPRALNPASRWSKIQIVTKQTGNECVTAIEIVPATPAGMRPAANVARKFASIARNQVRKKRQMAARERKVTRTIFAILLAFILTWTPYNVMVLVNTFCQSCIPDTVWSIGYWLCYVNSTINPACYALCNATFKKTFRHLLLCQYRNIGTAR
# IDE inh – inhibitors of human insulin-degrading enzyme in cells | inhibition, % at 5.59 µM | HEK cells, FAbetaB cleavage, fluorescence polarization | 320,000 tested, 0.41% active | P14735;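 active means percent inhibition above the average of all tested compounds plus 3 SD, set per screening campaign, cut at about 16% in these data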;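 further: IDE supplied by intact live HEK cells; FP after avidin binding of uncleaved biotin substrate so inhibition keeps polarization high; 0% = DMSO wells and 100% = 60 µM reference IDE inhibitor Ii1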
# CRFR2-BP ag – agonists of human CRF-binding protein/CRF-R2 receptor complex | HEK293 CRF-R2/CRF-BP, calcium dye fluorescence (FLIPR); percent of saturating CRF peptide response | activation, % at 13.2 µM | 350,000 tested, 0.46% active;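 active means activation of at least 50%, plus an integration ratio under a set limit after plate pattern correction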;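 further: plate controls were neutral control wells without compound for no effect and CRF at EC100 for full effect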
# CHRM4 antagonist – CHRM4 antagonism in calcium assay | P08173 | CHO-hM4 cells, ACh EC80, Fluo-8 calcium fluorescence | inhibition, % at 3 µM | 360,000 tested, 0.73% active;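 active means inhibition above its plate's cutoff, the mean inhibition of sample wells plus 3 SD, cut at about 27% in these data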;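 further: 0% = acetylcholine EC80 with DMSO and 100% = DMSO without agonist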
# M4 ag – CHRM4 agonism in calcium assay. CHO-K1 hM4/Gqi5, Fluo-8 calcium fluorescence; vehicle 0%, full acetylcholine response 100%. P08173. activation, % at 3 µM. 360,000 tested, 0.14% active. AID 624127;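 active means activation above the run mean over all test wells plus 3 SD, cut at about 32% in these data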;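 further: peak over basal fluorescence ratio per well then scaled between controls; 0% = DMSO wells and 100% = acetylcholine at EC100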
# Starred values were filed as active, the others as inactive; · = not tested or not shown.
SMILES,CHRM5 PAM,CRFR2-BP antag,M5 antag,CHRM5 agonist,M4 PAM,IDE inh,CRFR2-BP ag,CHRM4 antagonist,M4 ag
O=c1c2cc(Br)ccc2nc(-c2ccc([N+](=O)[O-])cc2)n1O,3,12,-2,-1,1,2,101*,-2,0
CCOC(=O)c1ccc(Oc2cc(C)nc(Cl)n2)cc1,2,2,-8,0,10,2,-0.7,6,1
Cc1cc(C)c(C#N)c(SCc2cc3c(cc2Cl)OCO3)n1,5,-17,-6,4,0,0,7.7,3,0
Cn1c(=O)c2c(SCC(=O)NC3CCCC3)nc(CC(C)(C)C)nc2n(C)c1=O,-2,3,12,-4,6,-1,0.3,-1,0
O=C(Cc1ccccc1)NN1C(=O)C2C3C=CC(C3)C2C1=O (stereo unspecified),-2,4,-1,0,-5,-1,1.6,8,-1
COc1ccc(O)c(-c2c(-c3ccc(Cl)cc3)n[nH]c2C)c1,-1,-15,6,-4,-7,5,1.6,-2,3
O=C(COc1ccccc1)NC1C(=O)N2C(C(=O)O)=C(Cl)CSC12 (stereo unspecified),1,0,2,1,-1,7,-0.6,0,1
CC(C)CNS(=O)(=O)c1ccc(C(=O)Nc2ccc3c(c2)OCO3)cc1,-4,9,5,-3,-3,1,-1.4,-1,1
Cc1ccc(NC(=O)Nc2cccc([N+](=O)[O-])c2)nc1,-2,-7,4,-4,6,0,-0.6,0,1
O=C(NCCc1ccccc1)c1cc(S(=O)(=O)N2CCCCC2)c[nH]1,-2,·,-8,6,9,·,·,-22,6
COC(=O)c1cc(NC(=O)c2nn(C)c(=O)c3ccccc23)cc(C(=O)OC)c1,5,-6,-9,0,-2,2,-0.2,-3,2
Nc1nc(-c2ccccc2Cl)cs1,-1,25,-2,0,4,·,-6.1,0,0
CS(=O)(=O)c1nc(-c2ccccc2)c(-c2ccccc2)[nH]1,6,-32,-4,2,2,4,-1.8,1,1
COCCSc1ccccc1C(=O)N1CCc2ccccc2C1,4,1,6,0,-5,7,-0.5,2,1
CCc1ccc(N(CC(=O)NC2CCCCC2)S(=O)(=O)c2c(C)noc2C)cc1,2,-23,-7,-1,2,-4,0.9,-7,2
COc1ccc(N(CC(=O)NCC2CCCO2)S(=O)(=O)c2c(C)noc2C)cc1 (stereo unspecified),-1,20,4,-3,-4,-6,1.8,1,0
O=C(CNC(=O)c1cccs1)NCC(=O)OCc1c(F)cccc1Cl,0,-12,6,-1,-2,0,0.7,-4,1
c1ccc(Nc2nc3ccccc3[nH]2)nc1,2,-7,-4,-13,15,3,-0.1,-3,1
O=c1[nH]c(C(F)(F)F)nc2ccc3ccccc3c12,-7,4,3,-1,1,1,0.4,-8,0
COc1ccc(C(=O)Nc2ccccc2C(=O)NCc2ccco2)cc1,11,-7,-8,-1,-4,2,-2.8,-17,6
CCc1ccc2nc(N=C(N)N)nc(C)c2c1,-6,-16,11,-4,0,8,0.5,0,1
O=C(CNC(=O)c1cccc(F)c1)N/N=C/c1ccc([N+](=O)[O-])s1,-1,-6,5,-2,2,3,0.6,-4,2
Cc1ccc(NCC(O)Cn2cnc3c2c(=O)n(C)c(=O)n3C)cc1 (stereo unspecified),-4,-13,9,1,3,0,5.3,-1,1
Cc1ccccc1NC(=O)COC(=O)Cc1cccc(C(F)(F)F)c1,4,18,0,-2,-3,8,-1.9,8,0
O=C(O)CCC(=O)Nc1cccc(-c2nnc(-c3ccccc3)o2)c1,4,-5,-4,4,0,-1,1.4,6,2
COc1cc2c(cc1OC)C1(CCCC1)CNC2c1ccc([N+](=O)[O-])cc1 (stereo unspecified),-6,-8,7,-4,-1,6,0.1,-4,4
CC(=O)c1sc(-c2ccccc2)cc1NS(=O)(=O)c1ccc(C)cc1,10,8,4,4,6,-1,0.4,3,1
COc1cccc(OCC(=O)NNC(=O)c2cccs2)c1,3,-9,-1,-3,-1,-1,1.6,6,1
O=C(CS(=O)(=O)c1c[nH]c2ccccc12)N1CCCc2ccccc21,-2,37,-1,3,-3,7,-3.5,-8,5
CCOC(=O)c1c(C)[nH]c(C=C2C(=O)CCCC2=O)c1O,-2,-1,-7,-2,6,0,16,-12,2
CCCn1nnc(NC(=S)NC(=O)c2cccs2)n1,3,7,-2,1,14,1,3.3,-10,1
COc1cc2nc(Nc3ccc(C)c(Cl)c3)nc(N)c2cc1OC,-8,-7,9,2,-3,7,-1.0,-12,5
COC(=O)c1cc(S(=O)(=O)NCCCN2CCCC2=O)cn1C,-6,-1,16,-4,-4,-2,0.1,2,0
CC(=O)c1ccc(N2CCN(c3ccc(S(=O)(=O)NCCCN(C)C)cc3[N+](=O)[O-])CC2)cc1,-4,2,8,-5,-11,10,9.8,3,15
COc1ccc(N(CC(=O)O)S(=O)(=O)c2cccnc2)cc1,1,-8,-3,1,16,3,3.2,-4,1
O=C1CSC(c2cccc([N+](=O)[O-])c2)N1c1ccc(O)cc1 (stereo unspecified),-1,10,-10,-11,-4,-3,-0.4,-6,2
COc1ccc(N2CCN(C(=O)c3ccccc3Br)CC2)c([N+](=O)[O-])c1,-4,7,-1,4,-10,5,9.5,9,10
CC(C)c1ccc(N(C(=O)C(F)(F)F)C(C(=O)NC2CCCCC2)c2ccncc2)cc1 (stereo unspecified),1,-15,-10,1,1,6,-0.3,-7,1
COc1ccc(Cc2c(O)nc[nH]c2=O)cc1,3,19,-2,3,9,0,8.0,10,0
CC1=CC(=C(C#N)C#N)C=C(C)N1CCC(C)C,-5,3,12,-2,-2,0,0.0,3,1
O=C(CCc1ccco1)CCc1ccco1,12,31,11,2,-2,·,-2.3,6,0
Cc1onc(-c2ccccc2)c1C(=O)NC(=S)Nc1sc2c(c1C#N)CCCC2,4,-14,-3,2,-2,4,1.1,7,1
COc1ccc(NC(=O)CSc2nnc(-c3ccccc3)n2Cc2ccco2)c(OC)c1,1,6,-4,-3,16,-1,0.1,1,2
CC1(C(=O)Nc2cccc(NS(C)(=O)=O)c2)Cc2c(-c3ccc(C(N)=O)cc3)ccnc2O1 (stereo unspecified),-1,·,1,1,-4,·,·,6,0
CC1(C)CC(=O)C2=C(C1)OC(N)=C(C#N)C2c1cccc(OC(=O)c2ccco2)c1 (stereo unspecified),3,-1,-8,0,-8,-4,-0.6,12,0
CS(=O)(=O)N1CCC(Oc2ccccc2C(=O)N2CCN(CC3CC3)CC2)CC1,3,-3,3,-1,-12,-3,1.5,5,-1
Cn1nc(-c2ccccc2)c(-c2nc(-c3ccc(Cl)cc3)no2)c1Cl,1,15,-1,-3,5,4,2.3,-7,1
CCC(=O)NC1(C(F)(F)F)C(=O)NC(C)=C1C#N (stereo unspecified),-9,13,-8,-1,1,8,-0.2,-1,0
CCOc1ccccc1NC(=O)c1nnn(CC(=O)Nc2ccc3c(c2)OCO3)c1N,5,-2,4,-3,8,-2,-1.3,-8,1
Cc1cccc(OCc2nc3c4c(ncn3n2)-c2ccccc2CC42CCCC2)c1,-2,-4,-2,0,5,2,-0.4,-1,1
# Additional compounds follow.
SMILES,CHRM5 PAM,CRFR2-BP antag,M5 antag,CHRM5 agonist,M4 PAM,IDE inh,CRFR2-BP ag,CHRM4 antagonist,M4 ag
Fc1ccc(CNC(=S)NCc2cccc(Cl)c2)cc1,-4,1,11,-5,7,1,0.2,10,8
COC(=O)C1C2C=CC3(CN(c4ccc(Cl)c(F)c4)C(=O)C13)O2 (stereo unspecified),1,-4,-2,0,-2,2,1.4,-8,1
COc1ccc(NC(=O)CC2Oc3ccccc3NC2=O)c(OC)c1 (stereo unspecified),-2,5,3,-5,-4,1,-1.0,5,0
CN(C)C(=O)COC(=O)c1ccccc1OCC(=O)Nc1ccc(SC(F)F)cc1,-18,-20,18,4,-21,-3,0.4,16,18
CCC(C)NC(=O)C1CCCN1S(=O)(=O)c1ccc(Cl)cc1 (stereo unspecified),-3,12,4,1,-7,-5,0.4,-4,2
COc1cc(CN2CCN(Cc3ccc(C)cc3)C(CCO)C2)cc(OC)c1O (stereo unspecified),10,2,4,-5,-1,5,0.9,-5,2
COc1cc2[nH]c(=S)nc(NCCC(C)C)c2cc1OC,5,-15,0,-1,-1,2,-0.1,-1,1
CC(C)COc1nc2ccccc2nc1N1CCN(C)CC1,-10,-8,16,-7,-2,·,-0.9,4,2
O=C(OC1CCCCC1=O)c1cccc(S(=O)(=O)NCc2ccccc2)c1 (stereo unspecified),-6,13,8,3,1,0,-0.7,-2,5
COc1ccc2c(c1)C1OCCC1C(c1ccco1)N2 (stereo unspecified),4,-6,-4,-1,3,4,-0.6,-4,2

# Reprinted from the listing (5 entries):
SMILES,CHRM5 PAM,CRFR2-BP antag,M5 antag,CHRM5 agonist,M4 PAM,IDE inh,CRFR2-BP ag,CHRM4 antagonist,M4 ag
COc1cc(CN2CCN(Cc3ccc(C)cc3)C(CCO)C2)cc(OC)c1O (stereo unspecified),10,2,4,-5,-1,5,0.9,-5,2
COc1cc2[nH]c(=S)nc(NCCC(C)C)c2cc1OC,5,-15,0,-1,-1,2,-0.1,-1,1
CC(C)COc1nc2ccccc2nc1N1CCN(C)CC1,-10,-8,16,-7,-2,·,-0.9,4,2
O=C(OC1CCCCC1=O)c1cccc(S(=O)(=O)NCc2ccccc2)c1 (stereo unspecified),-6,13,8,3,1,0,-0.7,-2,5
COc1ccc2c(c1)C1OCCC1C(c1ccco1)N2 (stereo unspecified),4,-6,-4,-1,3,4,-0.6,-4,2

# More records.
SMILES,CHRM5 PAM,CRFR2-BP antag,M5 antag,CHRM5 agonist,M4 PAM,IDE inh,CRFR2-BP ag,CHRM4 antagonist,M4 ag
CC(=O)OCC(=O)[C@@]1(O)CC[C@H]2[C@@H]3C[C@H](C)C4=CC(=O)C=C[C@]4(C)[C@H]3[C@@H](O)C[C@@]21C,4,-12,-3,3,2,3,-0.1,-1,5
Cc1ccc(/C=C/S(=O)(=O)NCc2ccc(F)cc2)cc1,2,-12,-5,-5,5,-3,-1.6,3,-1
CC1CC(C)CN(S(=O)(=O)c2ccc(Oc3ccc([N+](=O)[O-])cc3)cc2)C1 (stereo unspecified),-11,28,3,-2,-31,-3,-1.6,14,-2
N#C/C(=C\c1cccnc1)c1nc2ccccc2[nH]1,-5,0,2,0,-3,3,-0.5,3,1
CCC1([N+](=O)[O-])COC(c2ccc(C(C)C)cc2)OC1 (stereo unspecified),-14,17,17,3,-3,·,0.6,-2,2
NC(=O)COC(=O)C(Cc1ccccc1)NS(=O)(=O)c1ccccc1F (stereo unspecified),-3,4,-2,-4,2,-4,-1.3,1,1
Cc1ccc(CN(Cc2ccc(C)o2)C(=S)NCC(=O)O)cc1,4,13,1,0,4,-2,4.0,3,0
Cc1ccc(C)c(N2CCN(S(=O)(=O)c3ccc4[nH]c(=O)ccc4c3)CC2)c1,-2,15,-3,0,6,2,-2.3,-19,3
CSc1ccc(S(=O)(=O)NCC(=O)OCC(=O)NCc2ccco2)cc1[N+](=O)[O-],2,17,3,-1,3,1,-1.8,-2,1
CC1=NN(c2nc(-c3ccc(C)cc3)cs2)C(=O)C1N=Nc1ccc(C(N)=O)cc1 (stereo unspecified),-8,16,-7,0,-7,1,0.7,1,4
CCn1c(SCCN2CCCCC2)nc2c1c(=O)n(C)c(=O)n2C,0,3,3,-10,-2,·,0.2,-4,1
CC(C)NC(=O)CSCc1c(F)cccc1Cl,4,-14,-2,1,9,2,1.4,-8,0
Cc1nc(NC(C)C)c2oc3ccccc3c2n1,-6,0,4,5,10,0,8.8,4,5
Cn1c(=O)[nH]c(=O)c2c1nc(N1CCCCC1)n2CCCSc1nc2ccccc2s1,-2,-22,6,-7,-12,-2,-3.8,5,2
